Assay outcomes: PubChem, National Center for Advancing Translational Sciences (NCATS)
pAkt inh – inhibitors of Akt phosphorylation; 360,000 tested, 0.32% active; activity change, % for hits at 50 µM; Neuro2A IGF-stimulated pAkt S473 HTRF, 20 min; hits give low values; in the data active = activity change below about -80%; inconclusive = mostly about -51% to -80%; also: % is scaled to controls: 0 for no effect and ±100 for the full control effect
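Neuro2A cells (4,500/well, DMEM with 0.5% FBS) were treated with compound at a single 50 µM final concentration, stimulated with 6 nM IGF for 20 min at 37 °C, and lysed. Phospho-Akt Ser473 was read by HTRF as 665/615 ratio ×10^4.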
TGFb inhibitor – inhibitors of TGF-b signaling; HepG2 CAGA-GFP TGF-b/SMAD3 reporter, GFP fluorescence, 18 h; TGF-beta stimulated, 500 pg/mL final; Potency, µM (doses to about 46.1 µM), for inactives: top-dose activity, negative = inhibition, most hits filed as inhibitors; 410,000 tested, 1.2% active; also: potency is read from the fitted curve at half-maximal effect; % is scaled to controls: 0 for no effect and ±100 for the full control effect; nearly all actives have a fitted effect of over 65% in size
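Inhibition of TGF-beta-driven CAGA-GFP reporter expression in HEPG2 cells is measured by cellular GFP fluorescence after 18 h stimulation with 500 pg/mL recombinant TGF-beta in 1% FBS medium at 37 degrees C.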
CCT modulator – cytosolic chaperonin activity modulation | activity change, % (no concentration beside the values), hits read low | purified chaperonin ATPase assay, HTRF ADP detection, 30 min | AID 651819 | 360,000 tested, 0.3% active; in the data active = activity change below about -30%; also: % is scaled to controls: 0 for no effect and ±100 for the full control effect
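We incubate TRiC, 40 or 20 nM final, with library compounds at 76 uM and 10 uM ATP for 30 min at 37 °C. ADP formed is detected with Transcreener HTRF reagents after 30 min at room temperature.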
Mm-Cpn inhibitor – blocks the Methanococcus maripaludis chaperonin Mm-Cpn | purified Mm-Cpn ATPase, ADP Transcreener TR-FRET | Potency, µM (highest dose often 76.9 µM), inactives show at the top dose activity, negative = inhibition, actives largely listed as inhibitors | 330,000 tested, 0.031% active | AID 504842; also: potency is read from the fitted curve at half-maximal effect; % is scaled to controls: 0 for no effect and ±100 for the full control effect; nearly all actives have a fitted effect of over 80% in size
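Measured: ADP formation by purified Mm-CPN. Conditions: 25 nM protein, 10 uM ATP, Tris pH 7.4 with Mg2+, K+ and DTT, 37°C for 30 min. Detection: Transcreener HTRF after 30 min at room temperature.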
Nrf2 ARE act – activators of Nrf2 (ARE) signaling; AREc32 ARE-luciferase reporter (MCF7-derived line), luminescence, 24 h; Potency, µM (titrated, usually from 46.1 µM), for the others: top-dose activation, most hits filed as activators; 410,000 tested, 0.31% active; AID 624171; also: potency is read from the fitted curve at half-maximal effect; % of control where 0% means no effect; nearly all actives have a fitted effect of over 65% in size
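Cells of the AREc32 ARE-luciferase line are plated in OPTI-MEM containing 5% FBS and left overnight at 37 deg C. Compounds are pinned in, incubation continues 24 hr, and firefly luciferase signal is then measured.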
Nrf2 block – inhibitors of Nrf2 signaling | A549 ARE-Fluc reporter, luciferase luminescence, 18-24 h | Potency, µM (highest dose often 46 µM), without a hit: top-dose activity change, negative = inhibition, most hits filed as inhibitors | 360,000 tested, 2.1% active | AID 504444; also: potency is read from the fitted curve at half-maximal effect; % is scaled to controls: 0 for no effect and ±100 for the full control effect; nearly all actives have a fitted effect of over 60% in size
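A549 ARE_Fluc cells (5000/well, 5% FBS OPTI-MEM) pre-incubated 2 h, then treated with compounds 18-24 h at 37C/5% CO2 in concentration-response. CellTiter-Fluor viability read first; BugLite luciferase luminescence after 15 min at room temperature gives Nrf2 activity.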
A549 tox – A549 cytotoxicity, counter-screen for Nrf2 inhibitors; Potency, µM (titrated, usually from 46 µM), inactives show at the top dose activity change, negative = cytotoxicity, most hits filed as inhibitors; A549 ARE-Fluc cells, CellTiter-Fluor viability, 18-24 h; 390,000 tested, 0.16% active; AID 504648; also: potency is read from the fitted curve at half-maximal effect; % is scaled to controls: 0 for no effect and ±100 for the full control effect
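A549 ARE-Fluc cells in 5% FBS OPTI-MEM, 5000 cells/well, rested 2 h then exposed to compounds in concentration-response for 18-24 h at 37 °C. Viability by CellTiter-Fluor fluorescence (Ex 405/Em 525) after 30 min; luciferase luminescence (BugLite, 15 min, RT) read afterwards.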
ATXN viability – viability counter-screen for ATXN expression inhibitors; S2 cells (HEK-293 line with an ATXN2-luciferase reporter) viability, CellTiter-Fluor protease fluorescence, 24 h; Potency, µM (doses to about 56.7 µM), usual class: cytotoxic; 400,000 tested, 0.49% active; AID 651635; also: potency is read from the fitted curve at half-maximal effect; nearly all actives have a fitted effect of over 40% in size
HepG2 viability – counter-screen for TGF-b inhibitors: cytotoxicity in HepG2 cells | HepG2 CAGA-GFP viability, ATP luminescence, 18 h | Potency, µM (doses to about 46.1 µM), for the others: at the top dose activity change, negative = cytotoxicity, actives largely listed as cytotoxic | 410,000 tested, 0.76% active; also: potency is read from the fitted curve at half-maximal effect; some results filed as inactive show a strong effect at the top dose
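HepG2 CAGA-GFP cells (1000/well, DMEM with 1% FBS) received compound, then TGF-beta at 500 pg/mL final, and were incubated 18 hours at 37 degrees C. Viability was read by CellTiter-Glo luminescence. Media-only wells were set as complete cell-killing and DMSO as no toxicity.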
* hit, by the source's call; i = inactive; ? = inconclusive; / = not tested or not shown. Unless noted, calls follow the shape of the dose curve; as a rule, active = well fitted curve in the direction sought with a large enough effect; inconclusive = small, poorly fitted or top-dose-only effect, or another doubt; inactive = no such curve, though single readings can be large; an effect the other way counts as inactive or inconclusive.

item	SMILES	Nrf2 block	Mm-Cpn inhibitor	pAkt inh	HepG2 viability	TGFb inhibitor	CCT modulator	Nrf2 ARE act	A549 tox	ATXN viability
1	CC(=O)Nc1c(Cl)cc(Cl)c2c1Cc1cc(Cl)ccc1-2	-12%	/	i	-7%	11%	-48*	4.0%	1%	i
2	O=C(C1CCCCC1)N1CCc2[nH]c3ccc(F)cc3c2C1	-8%	-1%	i	-11%	?	-1.3	0.0%	3%	i
3	C[C@H](CO)NC(=O)[C@H](C)[C@H]1C[C@]1(C)[C@H](NC(=O)OCc1ccccc1)c1ccccc1	17%	-2%	i	-24%	-20%	0.3	-0.4%	-6%	i
4	Nc1c(N2CCCC2)c2ccccc2oc1=O	3%	-1%	i	-14%	-1%	-2.4	6.4%	16%	i
5	COCCCn1c(-c2ccccc2)nc2ccccc2c1=O	4%	2%	-121%*	15%	13%	-0.4	0.3%	-11%	?
6	COc1ccc(OCc2cc(C(=O)NC(C)Cc3cnccn3)no2)c(Cl)c1 (configuration not stated)	?	0%	i	6%	7%	-1.5	0.2%	1%	i
7	CC(C)n1c(CN(C)c2ccccc2)nc2ccccc21	-10%	0%	i	-25%	?	-5.2	-0.3%	0%	i
8	CC(C)C1N=C2c3ccccc3N=C(SCC#N)N2C1=O (configuration not stated)	-13%	0%	i	1%	5%	-1.4	-0.5%	-5%	i
9	CCCCCCc1c(C)c2ccc(OCC(=O)N3CCC[C@H]3C(=O)O)c(C)c2oc1=O	-14%	0%	i	-4%	0%	-0.4	-1.0%	0%	i
10	Clc1cccc(-n2cc(-c3ccccc3)c3c(NC4CCCC4)ncnc32)c1	/	/	/	-4%	4%	/	-0.2%	0%	/
11	CCCN(CC(=O)Nc1ccccc1C)C(=O)CCNC(=O)c1ccccc1Cl	5%	1%	i	5%	2%	1.4	0.2%	-4%	i
12	Cc1ccc2nc(-c3ccncc3)c(NC3CCCC3)n2c1	?	0%	i	27%	-9%	2.8	-0.1%	-1%	i
13	O=C1c2ccccc2NC(c2ccc(Cl)cc2Cl)N1O (configuration not stated)	?	1%	-132%*	-10%	6%	-6.5	-0.8%	-3%	i
14	CC(=O)c1ccccc1NC(=O)COC(=O)/C=C/c1ccc(OC(F)F)cc1	3%	0%	i	-79%	4%	-0.7	0.6%	2%	i
15	CC(=O)N1CCSc2ccc(S(=O)(=O)NCCc3ccc(Cl)cc3)cc21	15µM*	-4%	i	-19%	-12%	-2.1	0.1%	-18%	i
16	Cc1ccc(S(=O)(=O)NCc2ccc(C(=O)N3CCN(c4ccc([N+](=O)[O-])cc4)CC3)cc2)cc1	5.2µM*	-2%	i	-14%	-25%	-8.2	9.3%	?	?
17	COc1cccc(NC(=O)CSc2nc3c(oc4ccccc43)c(=O)[nH]2)c1	5%	1%	i	-11%	0%	-1.7	6.1%	-15%	i
18	CC1CCN(c2ccc(C(=O)N3CCOCC3)cc2[N+](=O)[O-])CC1	3%	1%	i	-20%	-5%	-2.1	-0.4%	-7%	i
19	CCCSc1nc2ccccc2n1CC(=O)O	?	4%	i	-5%	-16%	0.3	-0.8%	-1%	i
20	O=C(NCCN1C(=O)C2C3C=CC(C3)C2C1=O)Nc1ccccc1 (configuration not stated)	15%	3%	i	0%	14%	0.3	0.1%	9%	i
21	O=C(NCC1CCCO1)c1ccc2c(c1)N(Cc1ccc(F)cc1)CCS2 (configuration not stated)	?	-9%	/	5%	3%	0.0	0.3%	1%	i
22	C/C(=N/NS(=O)(=O)c1ccc(C)cc1)c1ccc2c(c1)OCO2	-12%	-1%	i	1%	-8%	-1.5	0.2%	3%	i
23	Cc1ccc(C(=O)NNC(=O)C(C)Sc2nc(N)cc(N)n2)cc1 (configuration not stated)	5%	1%	i	0%	?	-1.3	0.3%	-8%	i
24	CC(=O)OC(C(=O)N1CCOCC1)c1c(F)cccc1F (configuration not stated)	3%	0%	i	-1%	3%	-1.7	-0.1%	-3%	i
25	CC1CCCCN1CC(=O)NC(c1ccccc1)c1ccccc1 (configuration not stated)	-10%	2%	i	-2%	-4%	-1.4	-1.0%	0%	i

Among those listed so far, these have a nitro group on carbon.
item	SMILES	Nrf2 block	Mm-Cpn inhibitor	pAkt inh	HepG2 viability	TGFb inhibitor	CCT modulator	Nrf2 ARE act	A549 tox	ATXN viability
16	Cc1ccc(S(=O)(=O)NCc2ccc(C(=O)N3CCN(c4ccc([N+](=O)[O-])cc4)CC3)cc2)cc1	5.2µM*	-2%	i	-14%	-25%	-8.2	9.3%	?	?
18	CC1CCN(c2ccc(C(=O)N3CCOCC3)cc2[N+](=O)[O-])CC1	3%	1%	i	-20%	-5%	-2.1	-0.4%	-7%	i

More records.
item	SMILES	Nrf2 block	Mm-Cpn inhibitor	pAkt inh	HepG2 viability	TGFb inhibitor	CCT modulator	Nrf2 ARE act	A549 tox	ATXN viability
26	O=C1c2ccccc2C(=O)N1CC1c2ccccc2CCN1C(=O)N1CCOCC1 (configuration not stated)	9%	0%	i	6%	-10%	-2.4	0.2%	-5%	i
27	CN1CCN(S(=O)(=O)c2cccc(C(=O)Nc3sccc3C(N)=O)c2)CC1	-19%	-2%	i	-21%	1%	0.0	2.2%	1%	i
28	Cc1nn(Cc2ccc(F)cc2)c(C)c1NC(=O)c1cc(CC(C)C)on1	21µM*	/	/	-17%	-7%	/	5.1%	-13%	i
29	C[C@@H]1CN([C@H](C)CO)C(=O)CCCn2nncc2CO[C@@H]1CN(C)C(=O)NC1CCCCC1	/	/	i	-1%	-12%	-1.1	-0.8%	/	i
30	COc1ccc(-c2nc3cc(C)c(Br)c(C)n3c2Cc2ccccc2)cc1OC	/	/	i	-13%	-24%	-0.2	4.6%	/	i
31	Nn1c(C2CCCCC2)nc2ccccc2c1=O	0%	?	i	4%	-26%	2.9	-0.5%	18%	i
32	COc1ccccc1N1CCN(C(=O)c2sc3nc(-c4ccccc4)cn3c2C)CC1	?	-1%	i	-4%	2%	-2.6	2.8%	-17%	i
33	CCNS(=O)(=O)c1ccc2nc(NC(=O)/C=C/c3cc(OC)c(OC)c(OC)c3)sc2c1	-12%	0%	i	6%	?	-1.3	0.2%	-3%	i
34	CCCc1cc(=O)[nH]c(SCC(=O)N(CC)c2c(N)n(Cc3ccccc3)c(=O)[nH]c2=O)n1	-1%	-2%	i	-2%	-4%	-1.4	-0.4%	-1%	i
35	O=C(CCc1ccccc1)Nc1nc2nc(-c3ccccc3)cc(=O)n2[nH]1	-2%	1%	i	7%	-1%	2.5	-0.9%	-6%	i
36	COc1ccccc1C(C)NC(=O)c1ccc(NC(=O)CC2SC(N3CCCC3)=NC2=O)cc1 (configuration not stated)	0%	0%	i	4%	5%	2.1	-0.3%	1%	i
37	O=C1CCC(C(=O)OCC(=O)Nc2ccc(OC(F)F)cc2)=NN1	/	/	i	6%	1%	-1.8	0.4%	/	?
38	COCc1cc(C)nc2sc(C(=O)Nc3nccs3)c(N)c12	8%	-12%	i	-21%	0%	-3.4	6.2%	6%	/
39	COc1ccc(C2=NNC(c3cccnc3)=Nc3ccc(OC)cc32)cc1	-18%	4%	i	-27%	-23%	-3.6	0.3%	-7%	?
40	Cc1ccc(CNC(=S)Nc2cc(C(=O)O)ccc2C)cc1	-3%	0%	i	-7%	-11%	-0.6	1.6%	2%	i
41	CSc1nnc(C)c(=O)n1COC(=O)c1ccc(S(=O)(=O)N2CCCC2)cc1	-21%	2%	i	5%	0%	2.2	-0.7%	-3%	i
42	CC(C)CC(=O)NC(=S)NNC(=O)c1ccc([N+](=O)[O-])cc1	-20%	1%	i	1%	0%	-2.7	4.7%	-13%	i
43	COc1cccc(C(=O)Oc2ccc(/C=N/Nc3ccc(C(=O)O)cc3)cc2OC)c1	?	1%	i	-7%	1%	0.9	2.5%	5%	i
44	CCn1c(O)c(N=Nc2ccc(Cl)c(C(=O)O)c2)c2ccccc21	-16%	-1%	i	-28%	-26%	-1.6	-0.5%	?	i
45	CC1(C)CC(=O)C(C(c2ccc3c(c2)OCO3)C2C(=O)CC(C)(C)CC2=O)C(=O)C1	/	/	i	10%	-2%	0.7	0.0%	/	i
46	c1ccc(-c2ccc(CN3CCN(c4ncccn4)CC3)cc2)cc1	8%	-2%	i	-32%	-26%	-2.7	-0.5%	2%	i
47	COc1ccc(-c2csc(NC3CCCCC3)n2)c(OC)c1	?	-5%	i	-1%	?	-3.2	4.3%	-1%	i
48	CC1=NN(C(N)=S)C(=O)C1N=Nc1ccccc1C(=O)O (configuration not stated)	0%	1%	i	6%	8%	7.0	-0.4%	-2%	?
49	CCN(CC)CCCNC(=O)C(C)n1c2ccccc2c2nc(=O)cc(C)n21 (configuration not stated)	-15%	1%	i	1%	8%	3.3	0.1%	-9%	i

From no. 1 as far as 4, copied from above:
item	SMILES	Nrf2 block	Mm-Cpn inhibitor	pAkt inh	HepG2 viability	TGFb inhibitor	CCT modulator	Nrf2 ARE act	A549 tox	ATXN viability
1	CC(=O)Nc1c(Cl)cc(Cl)c2c1Cc1cc(Cl)ccc1-2	-12%	/	i	-7%	11%	-48*	4.0%	1%	i
2	O=C(C1CCCCC1)N1CCc2[nH]c3ccc(F)cc3c2C1	-8%	-1%	i	-11%	?	-1.3	0.0%	3%	i
3	C[C@H](CO)NC(=O)[C@H](C)[C@H]1C[C@]1(C)[C@H](NC(=O)OCc1ccccc1)c1ccccc1	17%	-2%	i	-24%	-20%	0.3	-0.4%	-6%	i
4	Nc1c(N2CCCC2)c2ccccc2oc1=O	3%	-1%	i	-14%	-1%	-2.4	6.4%	16%	i
